BL2 CD40 inh – CD40 pathway inhibition in BL2 cells; 83,000 tested, 0.94% active; BL2 NF-kB luciferase reporter, CD40L-induced, 4 h; inhibition, % at 10 µM; AID 1053188;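 active = mean inhibition of at least 50% with a set share of replicates also reaching that level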;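 note: 0% = neutral control wells and 100% = IKK inhibitor VII at 50 µM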
Numbers without * were called inactive; [ ] = remark or other dose.

Structure | BL2 CD40 inh
O=C(COC(=O)c1ccc(O)cc1)Nc1ccc2[nH]c(=O)[nH]c2c1 | 3
COc1ccc(C(=O)c2ccccc2)c2c(O)ccc(C(=O)c3ccccc3)c12 | -6
COCCNS(=O)(=O)c1ccc2c(c1)n(C)c(=O)n2C | 9
O=C1/C(=C/c2ccccn2)COc2ccccc21 | -8
O=C(c1ccc(F)cc1)N1CC(=O)N2[C@H](CO)[C@H](c3ccc(C#CC4CCCC4)cc3)[C@H]2C1 | 19
CN(C[C@H]1[C@@H](c2ccccc2)[C@@H](CO)N1C(=O)C1CC1)C(=O)c1ccccn1 | -2[25 µM]
O=C(COc1ccccc1)Nc1cc(NC(=O)COc2ccccc2)cc(C(=O)O)c1 | 7
Cc1nn(-c2ccccc2)nc1CNC(=O)c1ncoc1-c1ccccc1 | 13
c1nc(NCC2(N3CCOCC3)CCCCC2)c2ccsc2n1 | 7
CS(=O)(=O)N1N=C(c2ccccc2)CC1c1cccs1 (stereo unspecified) | -48
Cn1c(=O)c2c(nc(Br)n2CC(=O)c2cccs2)n(C)c1=O | 0
COc1ccc(S(=O)(=O)N2CC[C@@H]3[C@H]2c2cc(C#Cc4cccc(OC)c4)ccc2N[C@@H]3CO)cc1 | -4
CCCNC(=O)N1CC[C@@H]2[C@@H](CO)N(C)c3ccc(-c4cccc(OC)c4)cc3[C@@H]21 | 8[25 µM]
CC(=NNC(=O)c1ccc(NS(=O)(=O)c2cccs2)cc1)c1ccc(OCC(N)=O)cc1 | 4
CC1=C(C(=O)OCc2ccccc2)C(c2ccccn2)c2c(n(C)c(=O)n(C)c2=O)N1 (stereo unspecified) | 9
COc1ccc(CSc2nc3ccccc3c(=O)n2CCCN2CCOCC2)cc1F | -17
CCc1nnc(NC(=O)CCC(=O)N2CCN(CCOc3ccc(C)cc3)CC2)s1 | 12
O=C(CCCCn1c(=O)[nH]c2ccccc2c1=O)N1CCN(c2ncccn2)CC1 | 5
O=C1CN(C(=O)CNCc2ccccc2)c2ccccc2N1 | 12
COc1ccccc1OCCNC(=O)C1CC(=O)N(c2cccc(SC)c2)C1 (stereo unspecified) | 2
CCOC(=O)c1ccccc1NC(=O)CN(c1ccccc1)S(=O)(=O)N(C)C | 18
O=C(NCc1ccco1)c1ccc(COc2ccc(Cl)cc2)cc1 | -15
Cc1ccc(CN(C)C[C@@H]2OCc3cn(nn3)CCCC(=O)N([C@@H](C)CO)C[C@H]2C)cc1 | 3
O=C(CC1SC(=O)N(c2ccccc2)C1=O)Nc1cccc2ccccc12 (stereo unspecified) | 29
O=C(NCCCc1ccccc1)C1CCN(c2nnc(-n3cccc3)s2)CC1 | -19
COc1ccc(C(=O)N2CCOCC2)cc1S(=O)(=O)N(C)Cc1ccccc1 | 8
Cc1cc(C)c(C#N)c(SCc2cc3c(cc2Cl)OCO3)n1 | 2
CC(C)c1nc(CN2CCCCC2)cc(=O)[nH]1 | 7
O=C(NC[C@H]1[C@@H](c2ccccc2)[C@H](CO)N1C(=O)C1CCC1)NC1CCCC1 | -6[25 µM]
COc1ccc(C#Cc2ccc([C@@H]3[C@H](CO)N4C(=O)CN(C(=O)NC(C)C)C[C@@H]34)cc2)cc1 | -4[25 µM]
COc1cccc(CC(=O)OCC(=O)NNC(=O)c2ccc(Br)cc2)c1 | -1
COc1ccc(N/N=C2/CCCCC2=O)cc1 | -15
C[C@@H]1CCCCO[C@@H](CN(C)C(=O)Cc2ccccc2)[C@H](C)CN([C@@H](C)CO)C(=O)c2cc(NS(C)(=O)=O)ccc2O1 | -8[25 µM]
CO[C@@H](CN(C)S(=O)(=O)c1cccc(Cl)c1)[C@@H](C)CN([C@H](C)CO)S(=O)(=O)c1ccc(Cl)cc1 | 7
O=C(Cn1cnc2ccccc2c1=O)NC1CCCc2ccccc21 (stereo unspecified) | 7
O=C(CCc1ccccc1)Nc1ccccc1C(=O)N1CCOCC1 | 4
CO[C@H]1CN(C)C(=O)c2cc(NS(=O)(=O)c3cn(C)cn3)ccc2OC[C@H](C)NC[C@H]1C | 1[25 µM]
NC(=S)NC1CCS(=O)(=O)C1 (stereo unspecified) | 4
Cc1ccc(NC(=O)C(=O)NCC2CCN(C(=O)c3cccc([N+](=O)[O-])c3)CC2)cc1 | 1
COCCN1Cc2cccc(C(=O)NC(C)c3cccs3)c2C1=O (stereo unspecified) | 8
O=C(Nc1nncs1)c1cc(-c2ccco2)nc2ccccc12 | 28
Cc1ccccc1Nc1n[nH]c(=S)s1 | 3
CC(=O)NCCOc1ccc(C(=O)O)cc1 | 12
c1cnc(N2CCN(Cc3ccc4c(c3)OCO4)CC2)nc1 | -4
c1ccc(-c2n[nH]c3ccccc23)cc1 | -15
COc1ccc(/C=N/N=C(\N)c2nonc2N)cc1OC | -77
O=C1CN(S(=O)(=O)Cc2ccccc2)C[C@@H]2[C@@H](c3ccc(C#CC4CC4)cc3)[C@@H](CO)N12 | 8
O=C(COc1ccccc1)OC(C(=O)c1ccccc1)c1ccccc1 (stereo unspecified) | 2
O=P(c1ccccc1)(c1ccccc1)C(O)c1cccs1 (stereo unspecified) | 0
O=C(O)CSCc1nc2ccccc2[nH]1 | 4

(next part)
Structure | BL2 CD40 inh
CC1(c2ccccc2)NC(=O)N(CC(=O)Nc2nc(-c3ccccn3)cs2)C1=O (stereo unspecified) | -3
O=C(Cc1cccs1)Nc1cccc(-c2nc3ccccc3[nH]2)c1 | -20
CCOC(=O)c1sc2ccc(S(=O)(=O)N3CCOCC3)cc2c1N | -5
CC(C)N1CCC(N2CCN(CC#Cc3ccccc3)CC2CCO)CC1 (stereo unspecified) | 4
Cc1cc2cc(CNC(=S)NC3CCCCC3)ccc2n1C | 2
O=C(NCc1ccccc1)c1cccc(NS(=O)(=O)c2cccc3cccnc23)c1 | 0
Cc1cc(N2CCN(c3ccccn3)CC2)n2cc(-c3ccccc3)nc2n1 | -22
O=C(CCc1nnc2ccc(N3CCCC3)nn12)Nc1ccc(F)c(F)c1 | -24
OCCOCCN1CCN(C2=Nc3ccccc3Sc3ccccc32)CC1 | 0
O=C(COC(=O)c1cccc2c1C(=O)c1ccccc1C2=O)NC1CCCCC1 | 20
COCCN1CCN(C(=O)C2CCC(=O)N(CCc3ccccc3)C2)CC1 (stereo unspecified) | -1
Cc1nn2c3c(cnc2c1-c1ccccc1)C(=O)CC(c1ccccc1)C3 (stereo unspecified) | -2
CCN(C(=O)CSc1nc2ccccc2o1)C1CCS(=O)(=O)C1 (stereo unspecified) | -38
CCCOc1ccc(/C=C/C(=O)OCC(=O)N(C)c2c(N)n(Cc3ccccc3)c(=O)[nH]c2=O)cc1OCC | 0
C[C@H](NC(=O)C[C@@H]1C=C[C@H](NS(=O)(=O)c2cccc(F)c2)[C@@H](CO)O1)c1ccccc1 | 5[25 µM]
CCCc1cn(CC[C@H]2CC[C@@H](NC(=O)C3CCCC3)[C@H](CO)O2)nn1 | 0
Cn1c(=O)c2c(nc(CN3CCOCC3)n2CCCc2ccccc2)n(C)c1=O | 9
COc1cc2[nH]c(=O)n(C3CCCCC3)c(=O)c2cc1OC | 18
COc1cc2c(cc1OC)C(C)N(C(=O)c1c(-c3ccccc3)noc1C)CC2 (stereo unspecified) | 6
CC(=O)Oc1ccccc1C1OCCN1C(C)=O (stereo unspecified) | 8
CCCNC(=O)CSc1nnc(C)s1 | 4
CCOC(=O)N1CCN(C(=O)CSc2nc(=O)n3cccc(C)c3n2)CC1 | 3
CN1C(=O)c2cc(NC(=O)Nc3cccc(C#N)c3)ccc2OC[C@H]2O[C@@H](CC(=O)Nc3ccc4c(c3)CCC4)CC[C@@H]21 | 16[25 µM]
CC(=O)c1ccccc1NC(=O)CSCc1nc2sc(C)c(C)c2c(=O)[nH]1 | 5
O=C(NC1CC1)c1ccc(-c2nc3ccccc3s2)s1 | 75*

The last six entries of the part before lead into the next.
SMILES	BL2 CD40 inh
CC(=O)Oc1ccccc1C1OCCN1C(C)=O (stereo unspecified)	8
CCCNC(=O)CSc1nnc(C)s1	4
CCOC(=O)N1CCN(C(=O)CSc2nc(=O)n3cccc(C)c3n2)CC1	3
CN1C(=O)c2cc(NC(=O)Nc3cccc(C#N)c3)ccc2OC[C@H]2O[C@@H](CC(=O)Nc3ccc4c(c3)CCC4)CC[C@@H]21	16[25 µM]
CC(=O)c1ccccc1NC(=O)CSCc1nc2sc(C)c(C)c2c(=O)[nH]1	5
O=C(NC1CC1)c1ccc(-c2nc3ccccc3s2)s1	75*
COC(=O)CCC(=O)Nc1ccc(OC)cc1	3
CCC(=O)N1Cc2cc(C(=O)NCc3cccc(F)c3)nc(-c3cccc(C4=CCCC4)c3)c2[C@H]1CCO	26[25 µM]
CSc1nc(Oc2ccccc2)c2sccc2n1	-6
O=C(c1cccc(S(=O)(=O)N2CCCCCC2)c1)N1CCN(Cc2ccccc2)CC1	9
CC(C)(C)SCCNS(=O)(=O)c1ccccc1	4
O=c1[nH]cc(F)c(=O)[nH]1	-3
C[C@@H]1CN(C)C(=O)Cc2ccccc2O[C@@H]1CN(C)C(=O)OC(C)(C)C	15
O=C(O)c1ccccc1C(=O)OC1CCCC2CCCC21 (stereo unspecified)	5
Cn1c(/C(C#N)=C(\O)c2ccc([N+](=O)[O-])cc2)nc2ccccc21	2
C[C@H]1CN([C@@H](C)CO)C(=O)Cc2cc(NC(=O)C3CCCCC3)ccc2O[C@H]1CN(C)CC1CCCCC1	6
CCOc1ccc(NC(=O)CN(C)C(=O)CN2C(=O)C3CC=CCC3C2=O)cc1OCC (stereo unspecified)	22
COC(=O)c1cccc(S(=O)(=O)N2CCCCC2)c1	5
Cc1cccc(C)c1NC(=S)N1CCC(N(C)CC2CCCO2)CC1 (stereo unspecified)	13
CN1C(=O)c2cc(NC(=O)C3CCC3)ccc2OC[C@@H]2O[C@H](CC(=O)NCCc3ccncc3)CC[C@@H]21	2
O=C(Cc1cccs1)Nc1cccc(-c2nc3ccccc3o2)c1	-2
Cc1cc(=O)[nH]c2c1c(C)nn2C(C)(C)C	4
O=C(C[C@@H]1CC[C@H]2[C@@H](COC[C@H](O)CN2Cc2nccs2)O1)N1CCC(Cc2ccccc2)CC1	11[25 µM]
O=C(CN1CCN(S(=O)(=O)c2ccccc2)CC1)Nc1ccccc1C(=O)NC1CC1	5
COc1ccc(NC(=O)c2oc3ccccc3c2NC(=O)c2ccco2)cc1	-19
CCCC(C)n1[nH]c(=O)cc1N (stereo unspecified)	2

Reprinted from the part before: 6 compounds; new compounds follow.
SMILES	BL2 CD40 inh
O=C(Cc1cccs1)Nc1cccc(-c2nc3ccccc3o2)c1	-2
Cc1cc(=O)[nH]c2c1c(C)nn2C(C)(C)C	4
O=C(C[C@@H]1CC[C@H]2[C@@H](COC[C@H](O)CN2Cc2nccs2)O1)N1CCC(Cc2ccccc2)CC1	11[25 µM]
O=C(CN1CCN(S(=O)(=O)c2ccccc2)CC1)Nc1ccccc1C(=O)NC1CC1	5
COc1ccc(NC(=O)c2oc3ccccc3c2NC(=O)c2ccco2)cc1	-19
CCCC(C)n1[nH]c(=O)cc1N (stereo unspecified)	2
CC1(C)Cc2c(cnn2-c2ccc(F)cc2)C(NC(=O)c2cnccn2)C1 (stereo unspecified)	8
Nn1c(SCC(=O)NC2CCCC2)nnc1C(F)(F)F	6
O=C(CCC(=O)c1cccs1)NNC(=O)c1ccccc1O	-2
N#Cc1c2c(c(-c3ccccc3)[nH]c1=O)CCCC2	-3
CCOC(=O)c1ccc2c(c1)nc(-c1ccc(F)cc1)c1nccn12	6
Cc1ccc(S(=O)(=O)NCc2ccccc2)cc1C(=O)N1CC(C)CC(C)C1 (stereo unspecified)	1
Cc1onc(-c2ccccc2)c1C(=O)Nc1ccc2c(c1)OCCO2	-20
COc1ccccc1CNC(=O)C[C@H]1C=C[C@@H](NC(=O)CC2CC2)[C@H](CO)O1	-14[25 µM]
CCn1c(SCc2nc3ccccc3nc2C)nnc1-c1cccs1	9
CSc1nc(Cl)c(Cc2ccc(OC(C)C)cc2)c(N2CCOCC2)n1	34
Cc1ccc(-c2nn(-c3ccc(F)cc3)cc2C(=O)N(C)CC(=O)Nc2ccc(N3CCOCC3)cc2)cc1	-37
O=C(NCCCN1CCC(Cc2ccccc2)CC1)C1CC(=O)N(C2CCCC2)C1 (stereo unspecified)	-1
CC(C)CN(CC(C)C)CC(O)COc1ccccc1Br (stereo unspecified)	13
O=C(CSc1nnc(CN2CCCC2)n1-c1ccc(F)cc1)c1ccc2c(c1)OCO2	1
CC(C)CC#Cc1ccc2c(c1)O[C@H](CN(C)C)[C@@H](C)CN([C@@H](C)CO)S2(=O)=O	7
COC(=O)C1CCN(C(=O)CN2C(=O)NC(CCc3ccccc3)C2=O)CC1 (stereo unspecified)	0
Cc1cc(C(=O)NNC(=O)c2ccc(C)c([N+](=O)[O-])c2)c(C)o1	3
Cc1ccc(NC(=O)NC(=O)N(c2ccccc2)S(C)(=O)=O)cc1	-71
CCOC(=O)c1c(C)n(C)c2ccc(OCC(O)Cn3nc(C)cc3C)cc12 (stereo unspecified)	9
CO[C@H](CN(C)S(=O)(=O)c1ccc(Cl)cc1)[C@H](C)CN([C@H](C)CO)S(=O)(=O)c1cccc(Cl)c1	11
Cc1cc(C)n(-c2ccc(C(=O)NCC(c3ccco3)N3CCCC3)cc2)n1 (stereo unspecified)	5
C[C@H](NC(=O)C[C@H]1CC[C@H]2[C@@H](COC[C@H](O)CN2Cc2ccc(C(F)(F)F)cc2)O1)c1ccccc1	11[25 µM]
CN(C)C(=O)N1CCCC(C(=O)NCc2ccccc2Cl)C1 (stereo unspecified)	9
O=C(C[C@H]1C[C@@H]2c3cc(NC(=O)Nc4ccccc4F)ccc3O[C@@H]2[C@H](CO)O1)NCCc1ccccc1	-7[25 µM]
O=C(C[C@@H]1C[C@@H]2c3cc(NC(=O)Nc4ccccc4F)ccc3O[C@@H]2[C@H](CO)O1)NCc1ccc2c(c1)OCO2	-7[25 µM]
c1ccc2c(c1)nc1n2CN(Cc2ccc3c(c2)OCO3)CN1	-1

Bioassay records deposited in PubChem by Broad Institute.

These rows are one share of the data; rates above refer to the full screens.
